Screening data as filed in PubChem BioAssay.
Pol beta inh: blocks human DNA polymerase beta activity; Potency, µM (highest dose often 114 µM), for inactives: at the top dose activity change, negative = inhibition, most hits filed as inhibitors; hit rate 1.3% among 340,000; AID 485314; Pol beta primer extension/strand displacement, fluorescence kinetic; P06746; note: potency is the fitted concentration of half-maximal effect; % is set by controls: 0 for no effect and ±100 for the full control effect
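10 nM enzyme + cpd, 15 min RT; start with substrate 50 nM final; read 0 min and after 10 min RT. Corrected, normalized data; 4-parameter Hill curve fit.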
Glioma ERSR ind: inducers of ER stress response in human glioma cells; U87-MG GRP78 promoter luciferase reporter, 16 h; Potency, µM, without a hit: top-dose activation, most hits filed as activators; hit rate 0.02% among 420,000; note: potency is the fitted concentration of half-maximal effect; series mostly up to about 76 µM; % of control where 0% means no effect; nearly all actives have a fitted effect of over 35% in size
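ERSR induction read as luciferase luminescence (Bright-Glo, 10 min at room temperature) in stably transfected human U87-MG glioma cells exposed to compounds for 16 h, using GRP78 as sensor.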
POLK inh: inhibitors of human DNA polymerase kappa; purified Pol kappa, fluorescent DNA synthesis assay, 10 min; Potency, µM (top dose mostly 107 µM), without a hit: top-dose activity, negative = inhibition, actives largely listed as inhibitors; hit rate 0.53% among 400,000; AID 588579; note: potency is the fitted concentration of half-maximal effect; % is set by controls: 0 for no effect and ±100 for the full control effect
Target sequence (Q9UBT6 whole entry, looked up): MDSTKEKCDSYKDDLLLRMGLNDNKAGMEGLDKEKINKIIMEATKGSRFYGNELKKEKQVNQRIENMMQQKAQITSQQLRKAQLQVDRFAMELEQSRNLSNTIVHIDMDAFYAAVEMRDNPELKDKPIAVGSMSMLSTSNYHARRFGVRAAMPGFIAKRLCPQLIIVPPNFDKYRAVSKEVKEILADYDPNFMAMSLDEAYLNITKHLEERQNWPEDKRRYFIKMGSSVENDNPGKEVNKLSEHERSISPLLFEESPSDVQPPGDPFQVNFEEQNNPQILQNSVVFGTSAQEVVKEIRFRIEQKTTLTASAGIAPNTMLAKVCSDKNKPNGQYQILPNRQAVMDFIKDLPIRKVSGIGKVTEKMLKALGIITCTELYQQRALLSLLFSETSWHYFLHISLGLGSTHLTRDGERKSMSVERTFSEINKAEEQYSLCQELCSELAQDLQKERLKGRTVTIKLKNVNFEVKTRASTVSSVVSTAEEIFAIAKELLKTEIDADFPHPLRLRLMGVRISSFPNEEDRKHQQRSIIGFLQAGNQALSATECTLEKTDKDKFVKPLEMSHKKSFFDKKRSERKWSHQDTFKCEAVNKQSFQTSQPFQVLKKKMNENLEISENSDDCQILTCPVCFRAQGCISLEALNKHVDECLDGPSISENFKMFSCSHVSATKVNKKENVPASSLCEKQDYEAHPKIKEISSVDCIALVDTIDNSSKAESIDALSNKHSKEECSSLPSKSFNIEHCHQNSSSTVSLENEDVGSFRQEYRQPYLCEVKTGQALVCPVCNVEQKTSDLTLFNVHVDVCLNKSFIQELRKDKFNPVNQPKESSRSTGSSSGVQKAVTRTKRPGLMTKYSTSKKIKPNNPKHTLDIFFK
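10 nM Pol kappa preincubated 15 min at room temperature with compounds, then reaction started with substrate at 50 nM final. Fluorescence read kinetically at 0 and 10 min; buffer-only wells served as negative control.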
Anesthetic bind: binds horse apoferritin like a general anesthetic; apoferritin/1-aminoanthracene competitive binding, fluorescence; Potency, µM (highest dose often 77.5 µM), without a hit: top-dose activity change, negative = displacement, most hits filed as inhibitors; hit rate 0.074% among 350,000; note: potency is the fitted concentration of half-maximal effect; % is set by controls: 0 for no effect and ±100 for the full control effect; nearly all actives have a fitted effect of over 20% in size
Target sequence (P02791 2-175 limits assumed): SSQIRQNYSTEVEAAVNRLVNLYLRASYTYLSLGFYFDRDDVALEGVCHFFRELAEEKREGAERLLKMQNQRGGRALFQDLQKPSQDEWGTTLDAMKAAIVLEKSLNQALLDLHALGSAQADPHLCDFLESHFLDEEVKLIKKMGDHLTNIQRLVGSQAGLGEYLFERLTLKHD
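Steps: apoferritin (10 uM) was premixed with half-saturated 1-AMA in PBS, compounds were pin-transferred, plates stood 10 min at room temperature, fluorescence was read at 380/535 nm, and curves were fitted with a Hill equation.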
LDHA inh: inhibitors of human lactate dehydrogenase A; P00338; purified LDHA, NADH/diaphorase-resazurin fluorescence; active compounds read low; hit rate 0.15% among 480,000; activity change, % (values are at about 110 or 230 µM); in the data active = activity change below about -30%; inconclusive = mostly about -25% to -30%;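 note: plate controls were DMSO wells for no effect and wells without enzyme for full effect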
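Human LDH5 at 2 nM final in Tris HCl pH 7.4 with 0.06 mM NADH and 0.2 mM pyruvate, reacted 5 minutes at room temperature. Remaining NADH coupled via diaphorase/resazurin; resorufin fluorescence read at 0 and 20 minutes, normalized to enzyme-free and DMSO wells.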
APEX1 inh: APE1 (human) endonuclease inhibition; recombinant APE1, TAMRA/BHQ-2 abasic DNA cleavage fluorescence; Potency, µM (series often up to 65.8 µM), without a hit: at the top dose activity change, negative = inhibition, hits mostly inhibitors; P27695; hit rate 0.35% among 350,000;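 note: potency is the fitted concentration of half-maximal effect; plate controls were vehicle for no effect and reference inhibitor for full effect; nearly all actives have a fitted effect of over 55% in size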
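APE1 at 0.75 nM final was preincubated with compound 15 min at room temperature, then 50 nM double-stranded THF abasic-site substrate (5'-TAMRA/3'-BHQ-2) was added. Fluorescence (ex 525/em 598 nm) was read kinetically; third-minus-first read gave activity.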
Pol eta inh: DNA polymerase eta (human) inhibition | Q9Y253 | recombinant Pol eta, fluorescent DNA replication assay | Potency, µM (series often up to 114 µM), for the others: top-dose activity change, negative = inhibition, actives largely listed as inhibitors | hit rate 1.2% among 390,000; note: potency is the fitted concentration of half-maximal effect; % is set by controls: 0 for no effect and ±100 for the full control effect
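Fluorescent replication assay: 50 nM final substrate added after a 15 min room-temperature compound preincubation with 10 nM enzyme. Signal taken at 0 min and again at 10 min.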
BLM helicase inh: blocks DNA unwinding by human BLM helicase | P54132 | recombinant BLM DNA unwinding, fluorescence dequenching | Potency, µM (series often up to 56.1 µM), for the others: at the highest dose activity change, negative = inhibition, usual class: inhibitors | hit rate 0.2% among 350,000;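 note: potency is the fitted concentration of half-maximal effect; plate controls were vehicle for no effect and no enzyme for full effect; nearly all actives have a fitted effect of over 35% in size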
Pol iota inh: inhibitors of human DNA polymerase iota. Q9UNA4. Pol iota fluorescent replication assay, 10 min. Potency, µM (titrated, usually from 115 µM), inactives show at the highest dose activity, negative = inhibition, most hits filed as inhibitors. hit rate 1% among 390,000. AID 588590; note: potency is the fitted concentration of half-maximal effect
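Fluorescent replication assay read twice, at 0 min and 10 min after adding 50 nM (final) substrate. Enzyme (10 nM) and compounds were first incubated 15 min at room temperature; enzyme-free buffer wells were negative controls.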
* marks the source's active call; other numbers are inactive results; ? = inconclusive; nt = not tested or not shown; [ ] = dose if it differs, or a comment. Unless noted, calls come from the whole dose curve; as a rule, active = well fitted curve in the direction sought with a large enough effect; inconclusive = small, poorly fitted or top-dose-only effect, or another doubt; inactive = no such curve, though single readings can be large; an effect the other way counts as inactive or inconclusive. Only part of the results is shown, so the mix of outcomes need not match the whole.

No.	molecule	Pol beta inh	Glioma ERSR ind	POLK inh	Anesthetic bind	LDHA inh	APEX1 inh	Pol eta inh	BLM helicase inh	Pol iota inh
1	COc1ccccc1/C=N/NC(=O)CC(=O)NCCc1ccccc1	nt	-2.4%	-8.8%	nt	-16.1	nt	-1.7%	nt	44.1%[activator]
2	COc1ccc(Br)cc1CNC(=O)CCN1C(=O)COc2ccccc21	-1.8%	-6.3%	-2.3%[60.1 µM]	5.0%	-8.1	-1.0%	-10.5%	0.1%	42.4%[activator]
3	CS(=O)(=O)N1CCCC(C(=O)N2CCc3ccccc3C2)C1 (stereo unspecified)	30.7%	-2.2%	-7.3%	-8.0%	4.1	-4.7%	3.0%	-3.9%	20.0%
4	N#CC(c1ccc(F)cc1)c1ccc(C(=O)c2ccc(F)cc2)cc1 (stereo unspecified)	9.4%	-7.9%	-12.3%	-23.9%	-2.5	-1.8%	-16.1%	-8.0%	1.1%
5	CC(C)=CCOc1c2ccoc2c(OCC=C(C)C)c2oc(=O)ccc12	nt	-1.4%	-31.6%	nt	2.8	-4.3%	5.7%	nt	-16.1%
6	O=C(CCCn1c(=O)[nH]c2ccc(Br)cc2c1=O)N1CCN(c2cccc(Cl)c2)CC1	26.3%	-7.9%	-11.9%	-4.3%	-0.1	nt	-8.2%	-4.0%	2.6%
7	O=C(NCc1ccco1)C1CC(c2ccccc2O)=NO1 (stereo unspecified)	-3.0%	-0.6%	-0.5%	-8.6%	3.3	4.3%	-12.5%	2.5%	70.8%[activator]
8	CCC(=O)N1CCc2cc(S(=O)(=O)N(C)c3cccc(C)c3)ccc21	-0.2%	-2.4%	21.7%	-5.1%	1.9	nt	-10.4%	-2.2%	34.5%[activator]
9	COc1ccc(S(=O)(=O)NC2CC3CCC2C3)cc1 (stereo unspecified)	25.4%	-0.8%	-5.0%	-17.2%	-8.1	22.8%	-11.7%	-5.6%	2.7%
10	COc1cccc(NC(=O)N2C3CCCC2CC(NC(=O)C2CC2)C3)c1 (stereo unspecified)	-9.1%	-1.0%	-0.4%	3.3%	-4.7	76.5%[activator]	8.4%	-0.6%	-17.9%
11	COc1ccc(-c2csc(N3N=C(C)C(C)C3=O)n2)cc1 (stereo unspecified)	24.7%	0.7%	-9.6%	-10.4%	-1.5	-0.5%	-8.7%	-4.6%	60.8%[activator]
12	CSc1cccc(-n2c(C)cc(C(N)=O)c2C)c1	2.2%	0.7%	-0.5%	-10.8%	0.1	5.3%	-8.0%	-2.2%	9.8%
13	Cc1ccc(CNC(=O)C2CCCN(c3nn4cc(-c5ccc(C)cc5)nc4s3)C2)cc1 (stereo unspecified)	?	0.1%	-5.1%	-8.3%	4.0	nt	-28.5%	-14.0%	-9.8%
14	COc1ccc([C@H]2CC(=O)C=C(c3ccc4c(c3)sc3ccccc34)C2)cc1	nt	-0.1%	-5.3%	nt	-4.7	-0.1%	-4.9%	nt	-1.4%
15	O=C(NCCCN1CCCCC1)c1[nH]c2ccccc2c1Sc1ccc(Cl)cc1	1.1%	-9.8%	-3.2%	2.2%	3.9	nt	-25.5%	-1.0%	13.6%
16	COc1cccc(-c2ccc3c(N)c(C(=O)Nc4ccc(C)c(F)c4)sc3n2)c1	9.1%	0.2%	-5.3%	12.0%	-8.6	nt	1.1%	-9.4%	-3.6%
17	CC(C)c1ccc(NC(=O)Cn2cc(S(=O)(=O)Cc3cccc(Cl)c3)c3ccccc32)cc1	-7.6%	-1.0%	-8.7%	-3.1%	-18.3	nt	-6.6%	-2.3%	25.4%
18	Cc1ccc2c(c1)c(N=Nc1ccc([N+](=O)[O-])cc1)c(O)n2C	10.2%	-1.3%	0.2%	29.0%	-1.7	-3.8%	-11.4%	-0.9%	44.0%[activator]
19	COC(=O)c1cc2c(=O)n3ccccc3nc2n(Cc2cccnc2)c1=N	nt	-5.9%	-7.6%	nt	1.7	nt	-2.6%	nt	-1.7%
20	CCC(CC)C(=O)Nc1ccncc1	-2.4%	nt	nt	-4.0%	nt	2.3%	nt	0.8%	nt
21	O=C(O)CCCN1C(=O)c2cccc3cccc(c23)C1=O	42.4%	1.9%	-16.5%	-6.7%	2.8	2.4%	-1.9%	3.1%	20.7%
22	O=C1NC(=Nc2ccccc2)c2c1cccc2[N+](=O)[O-]	7.1%	1.9%	-0.6%	-11.8%	-0.5	0.4%	-9.3%	-1.5%	15.7%
23	O=C(CCCOc1ccc(Cl)cc1Cl)N/N=C\C1CCCCC1	4.7%	-1.8%	-4.7%	?	5.0	0.5%	-0.5%	-7.0%	12.2%
24	CC(C)(C)C(=O)NC1=NCCS1	0.5%	6.0%	-5.1%	-9.0%	-8.6	4.9%	-15.3%	-0.3%	20.3%
25	Cc1ccc(-n2c(C(C)C)nc3oc4ccccc4c(=O)c3c2=O)cc1	26.0%	6.8%	2.2%	3.0%	2.6	3.0%	2.1%	-1.4%	42.0%[activator]
26	CC(=O)c1ccc(N2Cc3ccccc3C3(CCOCC3)C2=N)cc1	4.6%	6.5%	9.8%	-7.0%	-0.1	-5.1%	-0.8%	-5.8%	50.2%[activator]
27	Cc1c(C(=O)NCc2ccccc2CN2CCCC2)oc2ccc(F)cc12	nt	-4.8%	1.6%	nt	-1.1	-4.6%	-23.3%	nt	16.8%
28	CCN1CC(CN(C)Cc2nc(Cc3ccccc3)no2)CC1=O (stereo unspecified)	10.8%	0.3%	9.4%	-6.2%	-2.5	-2.1%	-24.4%	-2.4%	16.0%
29	Cc1nn(-c2ccccc2)c2c1C1(C(=O)Nc3ccccc31)N1C(=N2)Sc2ccccc21 (stereo unspecified)	-1.4%	-2.7%	-23.7%	?	-0.4	4.4%	-17.7%	-22.6%	2.7%
30	CNC(=O)/C(=C\C=C\c1ccccc1)NC(=O)c1ccc([N+](=O)[O-])cc1	?	-1.7%	-19.3%	-1.7%	15.6	-3.5%	-8.6%	-4.2%	15.0%

Screen by screen, quoted from above:
BLM helicase inh, nos. 21–30 → 3.1%, -1.5%, -7.0%, -0.3%, -1.4%, -5.8%, nt, -2.4%, -22.6%, -4.2%
Pol beta inh, nos. 21–30 → 42.4%, 7.1%, 4.7%, 0.5%, 26.0%, 4.6%, nt, 10.8%, -1.4%, ?

(list continues)
No.	molecule	Pol beta inh	Glioma ERSR ind	POLK inh	Anesthetic bind	LDHA inh	APEX1 inh	Pol eta inh	BLM helicase inh	Pol iota inh
31	Cc1onc(-c2c(F)cccc2Cl)c1C(=O)NCc1ccco1	-2.2%	-2.4%	-0.9%	-7.7%	1.9	-8.7%	-6.4%	-0.5%	-12.2%
32	COc1ccc(S(=O)(=O)Nc2ccc(S(=O)(=O)N3CCCCC3)cc2)cc1	2.7%	-2.2%	-5.6%	?	-3.1	-9.2%	3.4%	-3.7%	2.7%
33	CCN(CC)C(=O)Cn1cc(S(=O)(=O)CC(=O)Nc2ccccc2F)c2ccccc21	nt	-4.3%	-0.3%	nt	6.1	nt	-8.2%	nt	22.4%
34	Cc1ccc(S(=O)(=O)N2CCN(c3ccccc3)CC2)cc1C	13.4%	-3.9%	-0.3%	55.2%[activator]	1.5	19.8%	-19.7%	-5.5%	86.5%[activator]
35	CCOc1ccc(CN2CCNC(=O)C2CC(=O)NC2CCOCC2)cc1 (stereo unspecified)	28.5%	-2.2%	-2.5%	-8.5%	7.0	23.3%	-1.3%	-3.6%	30.7%[activator]
36	C=CC1CN(C(=O)OCC(Cl)(Cl)Cl)C2CC3c4ccc(OC)cc4NC3C3CC1C2CO3 (stereo unspecified)	nt	-2.5%	4.5%	nt	-1.7	nt	-18.4%	nt	-19.3%
37	CC1CCCN(c2nc3c(c(=O)[nH]c(=O)n3C)n2Cc2ccccc2Cl)C1 (stereo unspecified)	-17.7%	-4.4%	-5.0%	6.5%	-1.5	-0.5%	-8.2%	-1.1%	9.8%
38	O=C(COC(=O)CCSc1ccc(Cl)cc1)NCc1ccccc1Cl	?	-1.2%	-14.0%	-13.1%	-4.9	-8.1%	-14.6%	1.9%	-16.3%
39	O=C(Nc1cccc(-c2nc3ncccc3o2)c1)c1ccc2c(c1)OCO2	nt	-2.8%	-0.7%	nt	-4.7	nt	-5.4%	nt	17.0%
40	CSc1ccccc1C(=O)OCC(=O)NCCN1C(=O)CSC1=O	nt	7.6%	-6.9%	nt	-1.2	-9.7%	-9.8%	nt	19.6%
41	Cc1ccc(NC(=O)c2ccc3ccccc3n2)cc1S(=O)(=O)N(C)C	-3.0%	3.3%	3.9%	-11.6%	-0.6	0.9%	-20.5%	-1.4%	137.2%[activator]
42	CN(C)CCCN1C(=O)C(=O)/C(=C(/O)c2ccncc2)C1c1ccccc1 (stereo unspecified)	13.0%	-1.4%	-7.3%	-4.2%	-7.0	8.4%	3.4%	-0.9%	10.4%
43	COc1ccc(NCc2nnc(SCC(=O)N3CCCc4ccccc43)o2)cc1	-0.6%	-0.2%	-8.9%	?	13.2	-1.2%	-14.8%	-1.6%	39.4%[activator]

3 of the compounds above, in transposed form:
37	CC1CCCN(c2nc3c(c(=O)[nH]c(=O)n3C)n2Cc2ccccc2Cl)C1 (stereo unspecified)
38	O=C(COC(=O)CCSc1ccc(Cl)cc1)NCc1ccccc1Cl
39	O=C(Nc1cccc(-c2nc3ncccc3o2)c1)c1ccc2c(c1)OCO2

screen / no. | 37 | 38 | 39
Pol beta inh | -17.7% | ? | nt
Glioma ERSR ind | -4.4% | -1.2% | -2.8%
POLK inh | -5.0% | -14.0% | -0.7%
Anesthetic bind | 6.5% | -13.1% | nt
LDHA inh | -1.5 | -4.9 | -4.7
APEX1 inh | -0.5% | -8.1% | nt
Pol eta inh | -8.2% | -14.6% | -5.4%
BLM helicase inh | -1.1% | 1.9% | nt
Pol iota inh | 9.8% | -16.3% | 17.0%
